Autophagy mod: alters autophagy in cells | calls only at 10 µM (by protocol) | 190,000 tested, 0.98% active | MEF GFP-LC3 puncta imaging; test concentration mostly 10 µM;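 active = percentage of spot-positive cells more than 3 SD above its plate mean, without a fluorescence outlier flag or 80% toxicity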;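 also: spot-positive cell cutoff set from DMSO-treated cells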
Ins promoter up: MIN6 insulin promoter up-regulation; MIN6 insulin promoter-GFP reporter, high-content imaging; active compounds read high; z-score at 5 µM; 190,000 tested, 0.3% active; AID 1625;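 active = z-score above 3 at 5 µM with at least 500 cells counted in the well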
MT stabilizer: microtubule stabilization, imaging screen. HeLa tubulin immunostaining HCS, 24 h; share of cells brighter than vehicle mean+2SD. % tubulin-high responders, % at 10 µM. 200,000 tested, 0.83% active;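 active = plate Z-score above 3 for both tubulin-high and condensed-nucleus cell shares, with cell loss under 80%, at 10 µM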;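 also: anti alpha tubulin signal scored within the nucleus-defined area of each cell; some results filed as inactive read as strong as hits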
bCat nuc transl: modulators of beta-catenin nuclear translocation | 190,000 tested, 0.3% active | HeLa beta-catenin nuclear translocation, immunofluorescence imaging | AID 1665 | nuclear translocation activity, % at 5 µM;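 active = nuclear translocation activity above 50% at 5 µM, with a well cell count of 50 or more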;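 also: per-cell ratio of nuclear to cytoplasmic median beta-catenin stain intensity; plate controls were DMSO negative control for no effect and GSK-3 inhibitor IX positive control for full effect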
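Read-out: Nuclear/cytoplasmic beta-catenin signal ratio, % activation | Assay system: Human HeLa cell line | Times: 24 h compound exposure at 37°C, 5% CO2 | Signal: Fluorescence imaging of beta-catenin antibody stain plus DAPI | Dosing: 5 µM primary, 0.02–20 µM confirmation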
Dynein transport: blocks dynein driven cargo transport along microtubules. 220,000 tested, 0.47% active. z-score, hits read low. 3617.4 mouse cells, GR-EGFP nuclear translocation imaging; test concentration mostly 20 µM; stimulated with dexamethasone, 1 µM; active compounds read low. AID 1381;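 active = plate z-score of nuclear minus cytoplasmic receptor signal below a set negative limit, without overly bright fluorescence or cell loss, cut at about -3.5 in these data, passing the limit was not always enough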;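 also: z-score of nuclear minus cytoplasmic ring GR-EGFP intensity difference per well; some compounds called inactive have numbers as strong as hits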
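medium = tetracycline-free induction medium containing charcoal-stripped FBS | probe or stimulus = dexamethasone, 1.0 µM final | timing = 48 h induction, then 1 h compound, then 30 min agonist, 37 °C | detection = automated 10x imaging of fixed Hoechst-stained cells | read-out basis = nuclear versus cytoplasmic GR-EGFP signal, averaged per well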
Salmonella PhoP GFP: inhibitors of PhoP regulon expression, primary screen, Salmonella Typhimurium, GFP reporter (AID 1863) | S. Typhimurium PhoP-regulated promoter GFP reporter, 4 h; higher % means a stronger effect | inhibition, % at 50 µM; hits with a dose series show IC50 in µM | 300,000 tested, 0.16% active;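 active = inhibition over 29.93%, a cutoff 3 SD above the screen mean, later confirmed by dose response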;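 also: 0% = low Mg2+ inducing control and 100% = high Mg2+ repressing control; strong numbers were not always called active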
T cell HTS: modulates CD8 T cell binding to vesicles; calls only at 7 µM; 330,000 tested, 0.068% active; 2C CD8+ T cell-vesicle binding, flow cytometry; active compounds read low;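 active = response, share of CD8 T cells binding vesicles, and their 90th percentile fluorescence all below set limits, cut at about 80% in these data, passing the limit was not always enough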
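material = purified 2C TCR transgenic mouse naive CD8+ T cells | controls = Unloaded micro-vesicles (low), QL9 vesicles with 0.7% DMSO (high) | detection = cytometric PE anti-B7-1 and Alexa647 anti-CD8 signals after 1% paraformaldehyde fixation | incubation = binding step 1.5 h, 37 °C, antibody labelling 20 min, ice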
ER stress rescue: protection against thapsigargin-triggered cell killing – 384-well, CSM14.1, ATP luminescence, primary screen (AID 1222); CSM14.1 thapsigargin-induced death rescue, ATP luminescence; higher % means a stronger effect; cellular ATP content (survival), % at 20 µM, or EC50 in µM where a hit was titrated; 190,000 tested, under 10 active;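 active = EC50 below 50 µM in the dose-response confirmation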;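 also: death triggered by thapsigargin at about 15 µM added after 2 h compound pretreatment; cell ATP read after overnight thapsigargin exposure of roughly 18 to 22 hours; normalized against plate controls of thapsigargin alone and 5% DMSO vehicle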
Hep lipid drop: hepatic lipid droplet formation modulation; AID 1656; inhibition, % at 6.5 µM; 240,000 tested, 0.4% active; AML12 mouse hepatocytes, oleate lipid droplets, BODIPY imaging;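 active = lipid droplet intensity inhibited by at least 50%, with more than 500 cells counted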
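Test system: AML12 hepatocytes (mouse); reagent: oleate loading, 100 µM; dosing: one dose, 6.5 µM compound; incubation: overnight exposure; signal: fluorescence imaging, 20x objective, two fields per well; read-out basis: % inhibition of corrected integrated BODIPY droplet signal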
Dynein transport cytoplasmic EGFP: also measured in Dynein transport; calls as there; z-score; measured here: cytoplasmic GR-EGFP intensity; active compounds read high
Dynein transport nuclear GR-EGFP: second read-out of Dynein transport, no call of its own (marks repeat the call); z-score; measured here: nuclear GR-EGFP intensity;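 lower value marks the stronger effect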
Dynein transport cell count: also measured in Dynein transport; calls as there; z-score; measured here: cell count per field
Ins promoter up cell count: further read-out of Ins promoter up, marked with its call; cell count; measured here: cytotoxicity, nuclei count;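 total cells summed across four imaged fields per well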
Hep lipid drop cells 6.5 µM: second read-out of Hep lipid drop, no call of its own (marks repeat the call); cell count; measured here: cell count, cytotoxicity flag;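 cells counted across two imaged fields per well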
bCat nuc transl cell count 5 µM: also measured in bCat nuc transl; calls as there; cell count; measured here: cell count, cytotoxicity flag
T cell HTS vesicle-bound %: further read-out of T cell HTS, marked with its call; double positive events, %; measured here: CD8+ vesicle-bound cell fraction;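 binding gate set so that unloaded-vesicle control wells show 10% double positive cells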
MT stabilizer Hoechst-high %: further read-out of MT stabilizer, marked with its call; % Hoechst-high responders; measured here: nuclear condensation Hoechst responders;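 share of cells brighter than vehicle mean plus two SD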
MT stabilizer cytotoxicity %: further read-out of MT stabilizer, marked with its call; toxicity, %; measured here: cytotoxicity by cell density;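 0% = mean cell density of plate MIN control wells and 100% = no cells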
Autophagy mod cell loss 18 h: further read-out of Autophagy mod, marked with its call; toxicity, %; measured here: cell loss, nuclei count;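 cell loss after 18 h compound exposure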
Numbers without * were called inactive; i = inactive; nt = no result given. Compounds were not picked by outcome. About 3% of those tested had a hit in this group.

SMILES	Autophagy mod	Autophagy mod cell loss 18 h	Ins promoter up	Ins promoter up cell count	MT stabilizer	MT stabilizer Hoechst-high %	MT stabilizer cytotoxicity %	bCat nuc transl	bCat nuc transl cell count 5 µM	Dynein transport	Dynein transport cytoplasmic EGFP	Dynein transport nuclear GR-EGFP	Dynein transport cell count	Salmonella PhoP GFP	T cell HTS	T cell HTS vesicle-bound %	ER stress rescue	Hep lipid drop	Hep lipid drop cells 6.5 µM
COc1cc(NC(=O)c2cccs2)c(C(=O)OCC(=O)NCc2ccccc2)cc1OC	i	1	0.24	1013	3.1	1.7	8.1	nt	nt	-0.4	0.51	0.19	0.059	-5%	i	58	-1.7%	nt	nt
COc1cccc(CN(C)C(=S)Nc2cccc(C)c2)c1	i	14	-0.04	1083	4.7	2.0	6.9	2.1	1134	-0.46	-0.23	-0.054	0.44	-7%	i	44	-2.7%	-2	698
COc1ccccc1N1CCN(Cc2c[nH]c3ccccc23)CC1	nt	nt	-0.3	1243	nt	nt	nt	1.8	1198	-0.71	-0.23	-0.38	0.24	-6%	i	24	nt	-12	680
CCc1nnc(NS(=O)(=O)c2ccc(NC(=S)NC(=O)c3ccccc3)cc2)s1	i	-13	-0.24	1240	2.1	3.3	11	-0.2	899	1.2	-0.32	0.49	-0.14	-7%	i	57	-2.5%	31	704
COc1ccc(C2=NOC(C(=O)N3CCCCCC3)C2)cc1OC (stereo unspecified)	i	7	0.41	1497	1.2	1.9	8.0	-1.3	1429	-0.73	-0.2	-0.067	0.18	-12%	i	38	0.6%	nt	nt
Cc1nnc(SCCOC(N)=O)n1C	i	28	0.51	1286	2.3	2.3	10	-4.9	937	-1.4	-0.21	-0.035	0.55	-4%	nt	nt	0.8%	nt	nt
COc1cccc(CN2CCNC(=O)C2CC(=O)NCCn2nc(C)cc2C)c1OC (stereo unspecified)	nt	nt	0	1108	nt	nt	nt	-0.4	1312	-0.98	-0.26	-0.45	0.7	-5%	i	22	nt	37	795
Cc1cc2n(n1)C(c1c[nH]c3ccccc13)Nc1ccccc1-2 (stereo unspecified)	i	5	0.16	2052	4.0	3.3	5.2	-2.6	1068	-1.2	0.31	-0.4	0.17	-3%	i	26	-1.0%	-11	635
CCCOc1ccc2oc(=O)c3c(c2c1)CCCN3C(=O)CN1CCN(c2ncccn2)CC1	i	-3	-0.65	1224	3.3	1.6	0.6	0.2	1150	-0.76	-0.22	-0.43	0.65	nt	i	46	3.0%	nt	nt
Clc1ccc2oc(-c3ccccc3)cc(=NCCCN3CCOCC3)c2c1	i	10	-1.2	1183	4.8	1.0	2.1	-1.3	1040	2	0.17	1.7	-2.2	10%	nt	nt	-0.5%	4	685
CCCCn1nnc(NC(=O)CCC)n1	i	7	nt	nt	3.8	2.7	6.1	nt	nt	2.1	-0.13	1	-0.61	1%	i	47	-0.7%	30	810
CCN(CC)S(=O)(=O)c1ccc(C(=O)OCC(=O)Nc2sc3c(c2C#N)CCCCC3)cc1	i	12	0.18	1414	2.0	2.7	7.0	-1.2	1014	1	0.086	0.68	-1.4	-7%	i	24	0.5%	-9	719
O=c1cnnc(N/N=C/c2c[nH]c3ccccc23)[nH]1	i	4	-0.68	1219	1.2	1.3	5.4	1.7	1009	-0.92	-0.28	-0.61	1.2	1%	i	28	0.7%	5	704
CCOc1cc(/C=N/NC(N)=O)cc(Br)c1OCc1ccccc1F	i	-11	-5.5	602	2.5	3.3	8.4	-6.6	386	2.3	-0.19	1.3	-2	-2%	i	28	7.6%	-8	503
NC(=S)Cc1nc2n(n1)Cc1ccccc1-2	i	-9	0.21	985	2.4	1.8	7.0	-1.9	1155	2.4	-0.16	1.8	-1.5	-6%	i	11	-0.6%	-1	764
COc1ccccc1N(C)S(=O)(=O)c1ccc(C(=O)Nc2ccc(N3CCOCC3)cc2)cc1	i	-2	0.33	1127	3.5	1.3	6.7	-1.2	1110	-0.56	0.99	-0.52	0.81	0%	i	28	1.0%	0	675
CCOC(=O)c1sc(NC(=O)CSc2nc(-c3ccco3)cc(C(F)(F)F)n2)c(C(=O)OC)c1C	i	2	-0.06	1511	2.0	1.1	5.5	-0.9	1409	-0.14	-0.16	-0.087	-0.44	-9%	i	35	2.1%	nt	nt
CCS(=O)(=O)c1ccc2c(c1)N(S(=O)(=O)c1ccc(C)cc1)CC(C(=O)O)O2 (stereo unspecified)	i	-24	-0.14	1525	3.0	1.4	7.5	1.4	947	-0.3	-0.3	-0.16	0.62	-6%	i	30	0.4%	4	701
Cc1ccc(NS(=O)(=O)c2ccc(OCC(=O)NCc3ccco3)cc2)cc1	i	-8	-0.87	1287	3.7	2.5	3.2	-2.4	1153	0.061	-0.13	0.46	-0.54	-4%	i	6	-2.3%	-7	811
COCCN(CC(=O)NC1CCCCC1)C(=O)/C=C/C(=O)c1ccc(OC)cc1O	i	17	1.3	1466	1.6	1.2	5.4	0.3	1518	-3.7*	1*	-2.6*	-0.61*	8%	nt	nt	-1.4%	7	650
COc1ccccc1N1CCN(C(=O)Cn2nnc(-c3ccncc3)n2)CC1	i	0	-0.32	1417	2.6	2.3	4.0	-2.0	993	-0.5	-0.21	-0.36	0.32	-5%	i	3	-0.2%	nt	nt
CCC(C)N(C(=O)c1csnn1)C(C(=O)NC(C)(C)C)c1ccccc1 (stereo unspecified)	i	-1	0.57	976	3.3	2.7	4.7	2.1	941	-0.59	-0.25	-0.079	0.85	1%	i	24	5.1%	3	756
C/C(=N\NC(N)=S)C12CC3CC(CC(C3)C1)C2	i	20	nt	nt	2.8	2.3	5.0	nt	nt	0.22	-0.26	-0.069	1.3	-5%	i	27	-1.3%	9	807
O=C(/C=C/c1ccco1)Nc1nc(-c2ccccc2)cs1	i	-1	0.28	1134	1.6	3.2	5.0	-1.5	969	-1.1	3.4	-0.28	0.55	-11%	i	51	-2.4%	12	684
CCCS(=O)(=O)c1c(S(=O)(=O)CCC)c2c(N)cccn2c1C(=O)c1ccccc1	i	1	-0.51	993	2.2	0.7	3.9	nt	nt	3.6	0.51	2.9	-2.7	-2%	i	29	2.4%	2	734
Cc1onc(-c2ccccc2)c1NC(=O)N(CCC(=O)O)Cc1ccccc1	nt	nt	-0.51	1463	nt	nt	nt	-1.6	1084	-0.71	0.46	-0.28	1.2	-10%	i	48	nt	1	679
CC(C)(C)OC(=O)N1CCC[C@H]1c1nnc(SC/C=C/c2ccccc2)o1	i	-10	-0.17	1142	2.8	1.0	9.8	-0.8	1130	2.4	1.4	0.9	-1.2	10%	i	32	1.9%	nt	nt
CCS(=O)(=O)c1nc2ccccc2n1CC(=O)N1CCCCC1	i	-5	nt	nt	3.4	2.3	3.3	0.6	984	1	-0.25	0.51	0.65	-17%	i	44	4.5%	-12	744
Brc1ccc2c(c1)C(C1=NCCN1)c1ccccc1CS2 (stereo unspecified)	i	21	-0.71	1038	24	15	52	51*	87*	-0.26	-0.29	-0.36	0.38	-6%	i	23	-2.1%	-233	370
CCOC(=O)C1(CCOc2ccccc2)CCN(Cc2nccn2CC)CC1	i	-13	0.25	1400	3.7	2.0	5.0	-1.1	1209	-0.93	-0.31	-0.63	0.51	-1%	i	37	0.5%	-27	681
Cc1ncn2cc(-c3ccc(Cl)cc3Cl)[nH]c(=O)c12	nt	nt	nt	nt	nt	nt	nt	-1.6	1325	2.4	-0.22	0.96	-1.8	6%	i	38	nt	10	743
CCOC(=O)C1CCN(Cc2ccc(F)c(F)c2)CC1	i	-5	-0.95	934	1.2	1.6	1.7	nt	nt	-0.73	-0.12	-0.19	0.85	6%	i	29	-0.7%	7	698
O=C(CN1CCCC1)Nc1ccccc1Sc1ccc(Cl)cc1	i	-2	-0.11	1277	2.0	2.0	6.9	-1.3	1079	0.56	0.29	0.036	-0.15	-4%	i	41	-0.9%	-36	766
CCOc1ccc2nc(NC(=O)CSc3ccc(Cl)cc3)sc2c1	i	-10	0.39	783	1.2	1.0	9.5	1.9	951	-0.6	-0.28	-0.15	0.4	-7%	i	32	4.4%	24	824

Three structures from above, ordered by length of the SMILES, ascending:
SMILES	Autophagy mod	Autophagy mod cell loss 18 h	Ins promoter up	Ins promoter up cell count	MT stabilizer	MT stabilizer Hoechst-high %	MT stabilizer cytotoxicity %	bCat nuc transl	bCat nuc transl cell count 5 µM	Dynein transport	Dynein transport cytoplasmic EGFP	Dynein transport nuclear GR-EGFP	Dynein transport cell count	Salmonella PhoP GFP	T cell HTS	T cell HTS vesicle-bound %	ER stress rescue	Hep lipid drop	Hep lipid drop cells 6.5 µM
Cc1nnc(SCCOC(N)=O)n1C	i	28	0.51	1286	2.3	2.3	10	-4.9	937	-1.4	-0.21	-0.035	0.55	-4%	nt	nt	0.8%	nt	nt
COc1ccc(C2=NOC(C(=O)N3CCCCCC3)C2)cc1OC (stereo unspecified)	i	7	0.41	1497	1.2	1.9	8.0	-1.3	1429	-0.73	-0.2	-0.067	0.18	-12%	i	38	0.6%	nt	nt
Clc1ccc2oc(-c3ccccc3)cc(=NCCCN3CCOCC3)c2c1	i	10	-1.2	1183	4.8	1.0	2.1	-1.3	1040	2	0.17	1.7	-2.2	10%	nt	nt	-0.5%	4	685

Assay outcomes (PubChem BioAssay)
